NPY Y2 blocker: NPY-Y2 receptor antagonists, primary screen, cell-based; Neuropeptide Y receptor type 2 (Homo sapiens), P49146; 140,000 compounds, 0.99% hits; inhibition, % at 2.7 µM; NPY-Y2 expressing cells, antagonist mode; in the data active means inhibition above about 17%;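 further: 0% = vehicle with agonist challenge and 100% = reference antagonist with challenge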
Target sequence (P49146 whole entry, looked up): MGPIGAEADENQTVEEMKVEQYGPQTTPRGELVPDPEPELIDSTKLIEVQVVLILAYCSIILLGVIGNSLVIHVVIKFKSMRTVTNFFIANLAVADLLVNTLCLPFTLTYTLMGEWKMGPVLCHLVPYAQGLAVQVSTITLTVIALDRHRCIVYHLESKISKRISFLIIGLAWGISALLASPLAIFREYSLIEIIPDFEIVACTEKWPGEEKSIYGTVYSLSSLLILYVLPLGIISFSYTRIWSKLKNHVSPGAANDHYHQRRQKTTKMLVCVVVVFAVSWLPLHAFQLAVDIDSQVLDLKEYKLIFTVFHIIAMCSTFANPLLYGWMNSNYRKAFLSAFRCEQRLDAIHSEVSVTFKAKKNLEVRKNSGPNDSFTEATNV
Measles CPE: compounds protecting cells from measles virus cytopathic effect, primary screen, measles RdRp inhibitor project, single point, MLSMR library, absorbance | Measles virus-infected cells, CPE protection | protection (pct of control), % at 4 µM | 140,000 compounds, 1.5% hits; in the data active means protection mostly above about 24%, no sharp cut-off; inactive means mostly below about 26%; further: some compounds called inactive have numbers as strong as hits
HCT116 bCat-KO: primary screen for growth suppressors in beta-catenin knockout HCT116 cells (colon tumor, human) | HCT116 beta-catenin knockout viability, CellTiter-Glo, 60 h; hits give low values | 140,000 compounds, 1.5% hits | AID 818, 2007 | viability, % at 10 µM;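 active means viability at or under a set limit, the compound median less 4 SD, cut at about 6% in these data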;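 further: 0% = Hyamine 1622 control at 20 µM and 100% = untreated cell control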
E-sel TNF inh: E-selectin induction blockers in HUVEC – imaging, immunofluorescence, high content, primary screen; HUVEC TNFa-induced E-selectin immunofluorescence; inhibition, % at 2 µM; 120,000 compounds, 0.71% hits;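 active means inhibition above the batch mean plus 3 SD, and confirmed as a hit on visual image review, cut at about 43% in these data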;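 further: 0% = TNF-stimulated DMSO wells and 100% = unstimulated control wells; not every result past the cut was called active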
MRP-1 activ: H69AR viability gain despite doxorubicin, primary screen, MRP-1 activator project, H69AR cells, CellTiter-Glo | viability rescue | viability increase, % at 10 µM | 140,000 compounds, 0.61% hits;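 active means viability gain under doxorubicin at or above a set limit, the compound median plus 3 SD, cut at about 4.7% in these data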;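 further: MRP-1 overexpressing cells given doxorubicin 25 µM after compound pretreatment; 18-22 h compound pretreatment then 72 h with doxorubicin before readout; 0% = doxorubicin-only wells and 100% = vehicle-treated cells without doxorubicin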
Phagocytosis inh: inhibitors of macrophage phagocytosis, primary screen, imaging, J774A.1 cells, IgG beads; J774A.1 macrophage IgG-bead phagocytosis; inhibition, % at 5 µM; 110,000 compounds, 0.07% hits;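 active means inhibition above the mean of the plate negative controls plus 5 SD, cut at about 13% in these data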;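 further: phagocytic index as fraction of beads internalized from green versus red external bead signal; plate controls were DMSO negative control for no effect and cytochalasin-D positive control for full effect; some results beyond the cut were filed as inactive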
Yeast growth inh: growth inhibitors of yeast BB579 in restrictive medium, primary screen, yeast lifespan-shortening project, S. cerevisiae; 140,000 compounds, 0.51% hits; AID 804, 2007; inhibition, % at 10 µM; OD615, 48 h;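 active means inhibition above a set limit, 3 SD over the mean compound inhibition, cut at about 44% in these data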; further: inactives centre near -24
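test system = yeast BB579 (DeaD) | buffer or medium = restrictive CSMM-D medium | doses = single compound dose of 10 µM, 0.25% DMSO final | times = 4 h preincubation and 48 h exposure at 30 °C | technique = culture absorbance at 615 nm | benchmarks = amphotericin B 10 µg/mL, positive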
GALR2 antag: GALR2 antagonists in receptor-expressing cells, primary screen; 140,000 compounds, 0.39% hits; Galanin receptor type 2 (Homo sapiens), O43603; antagonist mode; AID 828, 2007; inhibition, % at 4 µM; in the data active means inhibition above about 27%;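 further: cells stimulated with galanin 1-16 at roughly its EC80; 0% = agonist challenge control and 100% = basal control without agonist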
Target sequence (O43603 whole entry, looked up): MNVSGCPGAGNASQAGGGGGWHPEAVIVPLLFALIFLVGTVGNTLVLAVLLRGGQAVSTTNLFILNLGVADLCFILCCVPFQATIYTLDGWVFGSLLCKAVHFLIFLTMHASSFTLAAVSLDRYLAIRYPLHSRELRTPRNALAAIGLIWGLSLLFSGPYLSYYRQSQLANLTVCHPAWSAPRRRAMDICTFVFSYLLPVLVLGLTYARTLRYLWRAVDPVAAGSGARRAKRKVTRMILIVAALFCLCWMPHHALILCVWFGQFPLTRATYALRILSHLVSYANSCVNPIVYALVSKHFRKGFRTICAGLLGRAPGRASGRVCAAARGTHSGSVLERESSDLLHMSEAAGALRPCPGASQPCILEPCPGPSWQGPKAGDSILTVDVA
PTEN del growth: growth suppression of PTEN-null HCT116, primary screen, cell-based, CellTiter-Glo; HCT116 PTEN-null viability, 60 h; hits give low values; viability, % at 10 µM; 140,000 compounds, 1.2% hits;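 active means viability at or below a set limit, 4 SD under the median of all tested compounds, cut at about 3.7% in these data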;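 further: PTEN knockout HCT116 line with beta catenin targeted HCT116 as companion control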
Yeast life ext: compounds extending yeast replicative lifespan, primary screen, S. cerevisiae, OD615. S. cerevisiae growth with nicotinamide; deaD strain in restrictive glucose medium. inhibition of the nicotinamide effect, % at 10 µM. 130,000 compounds, 0.68% hits;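 active means inhibition above a set limit, placed 3 SD over the median of all compounds, cut at about 26% in these data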;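 further: 0% = nicotinamide-treated wells and 100% = cells grown without nicotinamide; some compounds called inactive have numbers as strong as hits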
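assay system = DeaD-strain S. cerevisiae | measured by = absorbance at 615 nm | probe or stimulus = nicotinamide 1.5 mM | buffer or medium = CSMM-D glucose medium, restrictive | times = 48 h at 30 °C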
The depositor's hits bear a star.

For CC1CC(C)CN(CC(C)(C)NS(=O)(=O)c2ccc(Cl)cc2)C1 (stereo not given) the results were NPY Y2 blocker 1, Measles CPE 8, HCT116 bCat-KO 78, E-sel TNF inh -3, MRP-1 activ -1.1, Yeast growth inh -54, GALR2 antag 12, PTEN del growth 82 and Yeast life ext 2.
For C=CCc1c(C)nc(N)[nH]c1=O the results were NPY Y2 blocker -2, Measles CPE 5, HCT116 bCat-KO 93, E-sel TNF inh -10, MRP-1 activ 1.1, Yeast growth inh -30, GALR2 antag 6 and PTEN del growth 110.
O=C(Cn1cnc2ccccc21)N/N=C/c1ccccc1[N+](=O)[O-] was read as NPY Y2 blocker 1, Measles CPE 30, HCT116 bCat-KO 106, MRP-1 activ -0.9, Phagocytosis inh 0, Yeast growth inh 11, GALR2 antag 1, PTEN del growth 109 and Yeast life ext -3.
For COc1cc(/C=C2\CCc3ccccc3C2=O)cc(OC)c1OC the results were NPY Y2 blocker 7, Measles CPE 7, HCT116 bCat-KO 2.0*, MRP-1 activ -4.1, Phagocytosis inh 4, Yeast growth inh -48, GALR2 antag 5, PTEN del growth 1.7* and Yeast life ext -1.
Screening C/C(CCc1ccco1)=N/NC(=O)CCC(=O)Nc1ccc(Br)cc1 returned NPY Y2 blocker 0, Measles CPE 10, HCT116 bCat-KO 100, E-sel TNF inh -11, MRP-1 activ -1.3, Phagocytosis inh -6, Yeast growth inh -4, GALR2 antag -6, PTEN del growth 115 and Yeast life ext 3.
CC1CCN(C(=O)C2CCCN(S(C)(=O)=O)C2)CC1 (stereo not given) was read as NPY Y2 blocker -1, Measles CPE 20, HCT116 bCat-KO 86, MRP-1 activ 0.0, Yeast growth inh -8, GALR2 antag -1, PTEN del growth 94 and Yeast life ext -16.
For CCOC(=O)C(CCSC)NC(=O)CN (stereo not given) the results were NPY Y2 blocker 0, Measles CPE 3, HCT116 bCat-KO 87, E-sel TNF inh 0, MRP-1 activ -0.3, Phagocytosis inh 0, Yeast growth inh -22, GALR2 antag 14, PTEN del growth 96 and Yeast life ext -10.
O=C(OCC(=O)N1CCCc2ccccc21)c1cncc(Br)c1 was read as NPY Y2 blocker 3, Measles CPE 13, HCT116 bCat-KO 85, E-sel TNF inh 27, MRP-1 activ -1.2, Phagocytosis inh -9, Yeast growth inh -25, GALR2 antag 2, PTEN del growth 106 and Yeast life ext -2.
For CCCC(=O)Nc1ccc2c(c1)nc1n2CCSC1 the results were NPY Y2 blocker 1, Measles CPE 13, HCT116 bCat-KO 87, MRP-1 activ 4.2, Phagocytosis inh 1, Yeast growth inh 2, GALR2 antag 3, PTEN del growth 97 and Yeast life ext -8.
COc1ccc(C2CC(c3ccc(Cl)cc3Cl)n3nc(N)nc3N2)cc1 (stereo not given) was read as NPY Y2 blocker 2, Measles CPE 3, HCT116 bCat-KO 83, MRP-1 activ -2.5, Yeast growth inh -26, GALR2 antag -1, PTEN del growth 90 and Yeast life ext -4.
CCOC(=O)C1=C(c2ccccc2)O/C(=C(/C(=O)OC)C(F)(F)F)S1 was read as NPY Y2 blocker 11, Measles CPE 20, HCT116 bCat-KO 56, E-sel TNF inh 9, MRP-1 activ 0.8, Phagocytosis inh 0, Yeast growth inh -12, GALR2 antag -14, PTEN del growth 53 and Yeast life ext -2.
For CC(C)CN(CC(C)C)C(=O)CC(=O)NC(=O)c1ccc(Cl)cc1 the results were NPY Y2 blocker 1, Measles CPE 3, HCT116 bCat-KO 101, E-sel TNF inh 20, MRP-1 activ -1.6, Phagocytosis inh 4, Yeast growth inh -8, GALR2 antag -3, PTEN del growth 98 and Yeast life ext -5.
Cc1ccc(C(=O)NCc2ccco2)cc1S(=O)(=O)Nc1cccc(C)c1C was read as NPY Y2 blocker 3, Measles CPE 24, HCT116 bCat-KO 86, E-sel TNF inh 0, MRP-1 activ -0.1, Phagocytosis inh 0, Yeast growth inh -55, GALR2 antag -5, PTEN del growth 89 and Yeast life ext -1.
Screening Cc1cc(-c2csc(N)n2)c(C)n1CCc1ccccc1 returned NPY Y2 blocker -2, Measles CPE 8, HCT116 bCat-KO 93, MRP-1 activ -0.1, Phagocytosis inh 0, Yeast growth inh -63, GALR2 antag -2, PTEN del growth 95 and Yeast life ext -4.
Screening CCn1c(-c2cc(-c3ccccc3OC)nc3ccccc23)n[nH]c1=S returned NPY Y2 blocker 2, Measles CPE 8, HCT116 bCat-KO 88, MRP-1 activ -4.3, Phagocytosis inh -4, Yeast growth inh -27, GALR2 antag -3, PTEN del growth 77 and Yeast life ext 0.
`O=[N+]([O-])c1nn(-c2cccc(Cl)c2)n(O)c1=NCc1cccnc1` gave NPY Y2 blocker 2, Measles CPE 7, HCT116 bCat-KO 48, E-sel TNF inh -19, MRP-1 activ -5.9, Phagocytosis inh -9, Yeast growth inh 9, GALR2 antag 0, PTEN del growth 43 and Yeast life ext -6.
Cc1ccc(-n2nnnc2C(Cl)(Cl)c2nnnn2-c2ccc(C)cc2)cc1 was read as NPY Y2 blocker 8, Measles CPE 2, HCT116 bCat-KO 1.8*, E-sel TNF inh 7, MRP-1 activ -5.8, Phagocytosis inh 0, Yeast growth inh 9, GALR2 antag -2, PTEN del growth 1.3* and Yeast life ext 13.
For Cc1ccc(C)c(NS(=O)(=O)c2ccc(OCC(=O)N3CCOCC3)cc2)c1 the results were NPY Y2 blocker 0, Measles CPE 6, HCT116 bCat-KO 77, E-sel TNF inh -20, MRP-1 activ -2.4, Yeast growth inh -47, GALR2 antag 5, PTEN del growth 82 and Yeast life ext -3.
For Cc1ccc(-c2n[nH]c(=S)n2/N=C/C=C\c2ccccc2[N+](=O)[O-])cc1 the results were NPY Y2 blocker 5, Measles CPE 38, HCT116 bCat-KO 97, E-sel TNF inh -10, MRP-1 activ -1.1, Yeast growth inh -7, GALR2 antag 2, PTEN del growth 93 and Yeast life ext -6.
CCOC(=O)C1=NN(C(C)=O)C2(CC(=O)N(c3cccc(C)c3)C2=O)C1 (stereo not given) was read as NPY Y2 blocker 0, Measles CPE 17, HCT116 bCat-KO 94, MRP-1 activ 1.8, Phagocytosis inh -6, Yeast growth inh -1, GALR2 antag -1, PTEN del growth 102 and Yeast life ext -2.
Screening C=CCOC(=O)C1=C(C)NC(SCC(=O)Nc2nccs2)=C(C#N)C1c1ccc(Cl)cc1 (stereo not given) returned NPY Y2 blocker 3, Measles CPE 6, HCT116 bCat-KO 38, E-sel TNF inh -23, MRP-1 activ -6.6, Phagocytosis inh 1, Yeast growth inh -39, GALR2 antag -8, PTEN del growth 31 and Yeast life ext -13.
For COc1cccc(Cn2nnc(C(=O)NCc3ccc(F)cc3)c2N)c1 the results were NPY Y2 blocker 0, Measles CPE 6, HCT116 bCat-KO 105, E-sel TNF inh -10, MRP-1 activ 4.8*, Phagocytosis inh 0, Yeast growth inh -34, GALR2 antag 5, PTEN del growth 95 and Yeast life ext -9.
CCOC(=O)c1cc2cc(OC)ccc2[nH]1 was read as NPY Y2 blocker 3, Measles CPE 28, HCT116 bCat-KO 79, E-sel TNF inh -4, MRP-1 activ 0.4, Phagocytosis inh -2, Yeast growth inh -29, GALR2 antag 13, PTEN del growth 86 and Yeast life ext -27.
For C=CCc1c(C)nc(-c2ccccc2)nc1N/N=C/c1ccccc1 the results were NPY Y2 blocker 0, Measles CPE 4, HCT116 bCat-KO 86, E-sel TNF inh 0, MRP-1 activ 8.5*, Phagocytosis inh -5, Yeast growth inh -14, GALR2 antag 2, PTEN del growth 87 and Yeast life ext -5.
For Cc1nn(C2CCS(=O)(=O)C2)c(Cl)c1/C=C/C(=O)OCC(=O)Nc1ccccc1OC(F)F (stereo not given) the results were NPY Y2 blocker 2, Measles CPE 4, HCT116 bCat-KO 93, E-sel TNF inh 0, MRP-1 activ 0.8, Phagocytosis inh -1, Yeast growth inh -24, GALR2 antag -11, PTEN del growth 91 and Yeast life ext 1.
`COc1ccc(CCN2C(=O)C(O)=C(C(=O)c3ccco3)C2c2cccs2)cc1OC` (stereo not given) gave NPY Y2 blocker 6, Measles CPE 18, HCT116 bCat-KO 87, E-sel TNF inh 15, MRP-1 activ -1.6, Yeast growth inh -33, GALR2 antag -10, PTEN del growth 89 and Yeast life ext 83*.
Screening Cc1ccc(S(=O)(=O)NCC2CCCO2)cc1[N+](=O)[O-] (stereo not given) returned NPY Y2 blocker 1, Measles CPE 21, HCT116 bCat-KO 99, MRP-1 activ 0.6, Phagocytosis inh -8, Yeast growth inh -4, GALR2 antag 1, PTEN del growth 108 and Yeast life ext -1.
Screening O=C(CN1CCC(c2nc3ccccc3[nH]2)CC1)NCc1ccc2c(c1)OCO2 returned NPY Y2 blocker 7, Measles CPE 13, HCT116 bCat-KO 90, E-sel TNF inh 8, MRP-1 activ -2.9, Phagocytosis inh -1, Yeast growth inh -8, GALR2 antag -8, PTEN del growth 96 and Yeast life ext 3.
Cn1c(N)c(C(=O)COC(=O)CCC(=O)c2cccs2)c(=O)n(C)c1=O was read as NPY Y2 blocker 5, Measles CPE 7, HCT116 bCat-KO 101, E-sel TNF inh 10, MRP-1 activ -0.3, Phagocytosis inh 1, Yeast growth inh -3, GALR2 antag -9, PTEN del growth 94 and Yeast life ext 2.
CC(C)Cn1cc(C(=O)NCC2CCCO2)c2c3ccccc3n(C)c2c1=O (stereo not given) was read as NPY Y2 blocker 4, Measles CPE 6, HCT116 bCat-KO 84, E-sel TNF inh 6, MRP-1 activ -1.4, Phagocytosis inh -1, Yeast growth inh 12, GALR2 antag 10, PTEN del growth 83 and Yeast life ext -25.
`CC(=O)Nc1ccc(C2=NNC(=NCC3CCCO3)SC2)cc1` (stereo not given) gave NPY Y2 blocker 0, Measles CPE 6, HCT116 bCat-KO 92, MRP-1 activ -1.2, Phagocytosis inh -8, Yeast growth inh -12, GALR2 antag 5, PTEN del growth 82 and Yeast life ext 2.
`O=C(NCc1ccco1)c1sc2cc(F)ccc2c1Cl` gave NPY Y2 blocker 12, Measles CPE 15, HCT116 bCat-KO 101, E-sel TNF inh 17, MRP-1 activ 0.8, Yeast growth inh -50, GALR2 antag -14 and PTEN del growth 100.
Screening CCC(C)C(NC(=O)C(C)NC(=O)CNC(=O)CNC(=O)OCc1ccccc1)C(=O)OC (stereo not given) returned NPY Y2 blocker 2, Measles CPE 19, HCT116 bCat-KO 101, E-sel TNF inh -19, MRP-1 activ -1.4, Yeast growth inh -9, GALR2 antag 20 and PTEN del growth 101.

Source: PubChem BioAssay
